HDAC3 inh – inhibitors of human histone deacetylase 3 | O15379 | recombinant HDAC3, fluorogenic peptide/trypsin coupled, fluorescence | inhibition, % at 8.3 µM | 0.15% of 320,000 active | AID 2718; in the data active = inhibition above about 26%, passing the limit was not always enough
Target sequence (O15379 whole entry, looked up): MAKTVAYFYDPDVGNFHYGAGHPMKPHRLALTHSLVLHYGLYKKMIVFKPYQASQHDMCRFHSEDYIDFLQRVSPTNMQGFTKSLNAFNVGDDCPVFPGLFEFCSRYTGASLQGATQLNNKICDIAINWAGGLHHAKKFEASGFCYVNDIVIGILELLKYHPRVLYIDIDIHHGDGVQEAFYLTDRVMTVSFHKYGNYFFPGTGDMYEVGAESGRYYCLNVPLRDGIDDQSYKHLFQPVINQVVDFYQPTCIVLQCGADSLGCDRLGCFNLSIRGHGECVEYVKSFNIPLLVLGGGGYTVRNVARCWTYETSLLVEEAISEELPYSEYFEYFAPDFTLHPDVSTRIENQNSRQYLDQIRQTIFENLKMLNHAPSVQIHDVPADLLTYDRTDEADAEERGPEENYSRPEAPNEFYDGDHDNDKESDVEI
AI-2 QS mod – modulators of Vibrio harveyi AI-2 quorum sensing system; activity change, % at 7.5 µM; Vibrio harveyi JMH597 AI-2 luminescence/OD600 ratio, 9 h; hits give low values; strain lacks LuxN and CqsS sensors; 0 = neutral-control median; 0.4% of 300,000 active; AID 2094; in the data active = activity change below about -75%, passing the limit was not always enough;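 also: luminescence divided by OD600 gain over 9 h not by final OD600 alone; inactives centre near 13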
HSF1 inh – HSF1 inhibition; NIH3T3-HGL HSE-luciferase, MG132-induced, luminescence 8 h; hits give low values; activity change, negative = inhibition, % at 7.5 µM (by protocol); 0.77% of 300,000 active; AID 2098;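 active = more than half of replicate wells show activity change below -50%, luminescence cut by over half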;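 also: luciferase reports HSF-1 transcriptional activity via heat shock element; 0% = median of DMSO wells and -100% = zero luminescence signal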
KLF5 inhibitor – kruppel-like factor 5 inhibition; DLD-1 KLF5 promoter-luciferase reporter, luminescence; inhibition, % at 5 µM; 0.23% of 290,000 active;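 active = inhibition above a per-plate limit of that plate's mean compound inhibition plus 3 SD, cut at about 60% in these data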;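 also: 0% = DMSO wells and 100% = LY294002 at 200 µM; higher means less KLF5 promoter-driven luciferase light; inactives centre near -14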
HIF act – HIF pathway transcriptional activation; activation, % at 7.5 µM (by protocol); U2OS HRE-luciferase reporter, luminescence; normalized: DMSO 0%, desferrioxamine 100%; 0.32% of 300,000 active;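 active = mean activation of at least 10% of the iron chelator positive control signal, with at least half of replicates also reaching 10%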
Platelet DG rel – modulates dense granule release in human platelets. human platelet-rich plasma, SFLLRN dense granule ATP release, luminescence. inhibition, %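 (compounds screened at 7.5 µM in platelet-rich plasma)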. 0.22% of 300,000 active. AID 1663;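 active = mean replicate score, as percent of positive control, at or above 50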
HSP90 inh – blocks HSP90-mediated luciferase refolding in reticulocyte lysate; Rabbit reticulocyte lysate, luciferase refolding luminescence, 3 h; inhibition, % at 5.6 µM; 0.91% of 290,000 active;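 active = inhibition above the screen-wide mean plus 3 SD, computed separately per campaign, cut at about 16% in these data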;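 also: 0% = DMSO wells and 100% = 60 µM geldanamycin wells; inhibitors lower the luminescence because luciferase stays unfolded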
HSF1 activator – increases HSF-1 driven luciferase reporter signal. NIH3T3-HGL HSF-1 luciferase reporter, MG132, 8 h; 100% = twice DMSO control signal. activation, % at 9 µM. 1.7% of 300,000 active. AID 504408;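 active = mean replicate activation of at least 50% with a set share of replicates each reaching 50%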;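 also: 0% = median of the neutral control wells and 100% = twice that signal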
IEC-6 tox – kills IEC-6 intestinal cells in KLF5 counter-screen | 0.78% of 290,000 active | IEC-6 cytotoxicity, luminescence viability | inhibition, % at 5 µM; in the data active = inhibition above about 22%;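 also: 0% = plate median of test compound wells and 100% = cytotoxic reference compound wells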
aSyn UTR inh – 5' untranslated region of α-synuclein, MLPCN primary screen; alpha-synuclein 5'UTR reporter, inhibitor activity; inhibition, % (tested at 7.5 µM); 0.82% of 300,000 active; in the data active = inhibition above about 60%;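 also: H4 neuroglioblastoma cells stably carrying SNCA 5'UTR luciferase fusion; 0% = DMSO wells and 100% = positive control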
* marks the source's active call; other numbers are inactive results; . = not tested or not shown.

#1 C/C(CC(=O)NCc1ccco1)=N\NC(=O)COc1ccc(Cl)cc1Cl
#2 CC(C)Cn1c(N)c(C(=O)COC(=O)c2cc(-c3ccccc3)nc3ccccc23)c(=O)n(C)c1=O
#3 COc1ccc(NC(=O)c2cccc(S(=O)(=O)N3CCCCCC3)c2)cc1
#4 CC(C)(C)c1nnc2sc(SCCN3C(=O)c4ccccc4C3=O)nn2c1=O
#5 Cc1c(C(=O)N(C)c2ccccc2)oc2c1C(O)CC(C)(C)C2 (centres undefined)
#6 Cc1cc(C(=O)NC2Cc3ccccc3C2)c(C)o1
screen / no. | 1 | 2 | 3 | 4 | 5 | 6
HSF1 inh | 14 | 8 | -4 | -3 | 1 | 22
AI-2 QS mod | 2 | 7 | 16 | 13 | 21 | 11
HIF act | 1.6 | -1.1 | -0.4 | 0.6 | -0.7 | 2.8
HSF1 activator | 5 | -3 | 5 | 27 | 12 | 26
IEC-6 tox | 2 | 5 | 0 | -8 | -6 | -2
HSP90 inh | 1 | -4 | -1 | 2 | -4 | -2
Platelet DG rel | 1 | 0 | -2 | -4 | 4 | 14
HDAC3 inh | -5 | -1 | -6 | 7 | -9 | .
KLF5 inhibitor | -3 | 3 | -16 | -5 | -11 | -97
aSyn UTR inh | 10 | 14 | -6 | -19 | 26 | -137

#7 COC(=O)c1[nH]c2ccccc2c1NC(=O)C(C)N1CCN(C(=O)c2ccco2)CC1 (centres undefined)
#8 Cn1ncc(C#N)c1/N=C/N1CCCC1
#9 CC(CC(=O)Nc1ccc2c(c1)OCO2)c1ccccc1 (centres undefined)
#10 CC1CC(C(=O)Nc2ccccc2)C(=O)O1 (centres undefined)
#11 Cc1cccc(Nc2nc(N)nc(CN3CCN(Cc4ccc5c(c4)OCO5)CC3)n2)c1
#12 O=C(NC1CCCCC1)N1CCCC(c2nc(-c3ccc(S(=O)(=O)N4CCCC4)cc3)no2)C1 (centres undefined)
screen / no. | 7 | 8 | 9 | 10 | 11 | 12
HSF1 inh | -5 | -13 | 5 | -9 | -8 | -8
AI-2 QS mod | 36 | 46 | 16 | 28 | -2 | 11
HIF act | -0.6 | 0.1 | 2.0 | -0.2 | -0.1 | 0.3
HSF1 activator | -14 | -2 | 3 | -5 | 0 | -10
IEC-6 tox | -11 | 2 | -6 | . | 6 | -3
HSP90 inh | -4 | 0 | -1 | . | 1 | -3
Platelet DG rel | 0 | 0 | 4 | 1 | 3 | 0
HDAC3 inh | 0 | 7 | 6 | -3 | 8 | 3
KLF5 inhibitor | -25 | -8 | -30 | . | -20 | -13
aSyn UTR inh | 8 | 7 | -92 | 3 | 26 | 11

#13 Cc1cc(C)c(-c2cc(NC(=O)CSc3nncn3C)n(-c3ccccc3)n2)cc1C
#14 Cc1ccc(CNC(=O)CCn2ccc3cc(S(=O)(=O)N4CCCC4)ccc32)cc1
#15 COc1ccc(/C=C2/Sc3ccc(C(=O)NCCN4CCCCCC4)cc3NC2=O)cc1
#16 CCOC(=O)CN1C(=O)S/C(=C/c2ccco2)C1=O
#17 O=[N+]([O-])c1nn(-c2ccccc2)[n+]([O-])c1N1CCN(c2ccccc2F)CC1
#18 CCOC(=O)N1CCC(NC(=O)C2CCN(c3nc(-c4ccc(OC)cc4)no3)CC2)CC1
screen / no. | 13 | 14 | 15 | 16 | 17 | 18
HSF1 inh | 10 | 3 | -4 | 1 | -3 | -17
AI-2 QS mod | -2 | 10 | 27 | 9 | 6 | 9
HIF act | -0.4 | 0.0 | -5.3 | -0.1 | -0.3 | -0.2
HSF1 activator | 22 | 10 | -1 | -1 | 6 | -25
IEC-6 tox | 10 | -3 | 6 | -2 | 6 | 5
HSP90 inh | -1 | -3 | -1 | 0 | 4 | -1
Platelet DG rel | 1 | -12 | 3 | -3 | 2 | 0
HDAC3 inh | 9 | 2 | 16 | 4 | -3 | 1
KLF5 inhibitor | 8 | -46 | -6 | -11 | -38 | 3
aSyn UTR inh | 36 | 17 | 45 | 4 | 19 | -9

#19 CC1CN(C(=O)Cn2cnc3c2c(=O)n(C)c(=O)n3C)CC(C)O1 (centres undefined)
#20 O=C(CCCC(=O)N(c1ccc2c(c1)OCCO2)C(C(=O)NC1CCCCC1)c1ccc(Cl)cc1)Nc1ccccn1 (centres undefined)
#21 Cc1c(C=O)c2ccccc2n1CCOc1ccccc1F
#22 CC1CN(C(C)C(=O)NC(c2ccccc2)c2ccccc2)CC(C)O1 (centres undefined)
#23 CN(CC(=O)Nc1ccccc1C(=O)N1CCCC1)S(=O)(=O)c1ccc(Br)cc1
#24 CCCC1CCC(C2=N/C(=C\c3ccc(OC)c(OC)c3)C(=O)O2)CC1 (centres undefined)
screen / no. | 19 | 20 | 21 | 22 | 23 | 24
HSF1 inh | -7 | -66* | 12 | -7 | -1 | -4
AI-2 QS mod | 44 | 10 | 13 | -2 | 29 | 11
HIF act | -0.3 | -0.1 | -0.1 | -0.3 | 0.1 | 0.1
HSF1 activator | -33 | -70 | -4 | -7 | 2 | 11
IEC-6 tox | 0 | -1 | -1 | 3 | -1 | 1
HSP90 inh | 1 | 0 | -2 | -3 | -2 | 2
Platelet DG rel | 2 | 3 | 12 | -1 | -4 | 0
HDAC3 inh | -1 | -1 | 14 | -1 | 0 | -4
KLF5 inhibitor | 4 | 3 | -16 | -14 | -14 | -15
aSyn UTR inh | 8 | -26 | -5 | 11 | 1 | -15

Numbers 21 through 24, quoted:
#21 Cc1c(C=O)c2ccccc2n1CCOc1ccccc1F
#22 CC1CN(C(C)C(=O)NC(c2ccccc2)c2ccccc2)CC(C)O1 (centres undefined)
#23 CN(CC(=O)Nc1ccccc1C(=O)N1CCCC1)S(=O)(=O)c1ccc(Br)cc1
#24 CCCC1CCC(C2=N/C(=C\c3ccc(OC)c(OC)c3)C(=O)O2)CC1 (centres undefined)
screen / no. | 21 | 22 | 23 | 24
HSF1 inh | 12 | -7 | -1 | -4
AI-2 QS mod | 13 | -2 | 29 | 11
HIF act | -0.1 | -0.3 | 0.1 | 0.1
HSF1 activator | -4 | -7 | 2 | 11
IEC-6 tox | -1 | 3 | -1 | 1
HSP90 inh | -2 | -3 | -2 | 2
Platelet DG rel | 12 | -1 | -4 | 0
HDAC3 inh | 14 | -1 | 0 | -4
KLF5 inhibitor | -16 | -14 | -14 | -15
aSyn UTR inh | -5 | 11 | 1 | -15

Other structures.
#25 CC1C2=C(CC(C)(C)CC2=O)NC2=C1C(=O)CC(C)(C)C2
#26 Cc1ccc(S(=O)(=O)N2CCOCC2)cc1NC(=O)COC(=O)CCOc1ccc(C(C)(C)C)cc1
#27 COc1cc(S(=O)(=O)Nc2ncn[nH]2)ccc1Cl
#28 O=C(NCc1cccnc1)C12CC3CC(CC(C3)C1)C2
#29 CCCCCCc1cc2cc(C(=O)Nc3cccc(OC)c3)c(=O)oc2cc1O
#30 COc1ccc(CNC2CC(C)N(C)CC2C)cc1OC (centres undefined)
screen / no. | 25 | 26 | 27 | 28 | 29 | 30
HSF1 inh | . | -9 | -3 | 6 | -6 | -6
AI-2 QS mod | 31 | 22 | 16 | 28 | 1 | 13
HIF act | 0.2 | 0.0 | -2.2 | -1.0 | -0.1 | 1.1
HSF1 activator | . | -28 | -10 | 4 | 2 | -2
IEC-6 tox | 0 | . | 1 | -3 | 2 | 1
HSP90 inh | 0 | . | 0 | -5 | 2 | -1
Platelet DG rel | 9 | -3 | 4 | -10 | -2 | 13
HDAC3 inh | -94 | 4 | -1 | 1 | -3 | -1
KLF5 inhibitor | -33 | . | -9 | -21 | 5 | -34
aSyn UTR inh | 7 | 13 | 7 | 16 | 63* | -6

#31 COc1ccc(-n2c(C)cc(C(=O)Cn3nnc4ccccc4c3=O)c2C)cc1
#32 Cc1nc2c3cc(F)ccc3n(CCN3CCCCC3)c2s1
#33 Cc1ccc(-c2cc(C(=O)Nc3ccc(S(=O)(=O)Nc4cc(C)on4)cc3)c3ccccc3n2)c(C)c1
#34 Nc1ncnc2oc(-c3ccco3)c(-c3ccco3)c12
#35 O=C(/C=C/c1ccc(-c2cccc([N+](=O)[O-])c2)o1)N1CCOCC1
#36 COc1ccc(N(CC(=O)Nc2ccccc2OC)S(=O)(=O)c2ccc(OC)c(OC)c2)cc1
screen / no. | 31 | 32 | 33 | 34 | 35 | 36
HSF1 inh | 13 | 14 | 2 | -53* | 16 | 7
AI-2 QS mod | 14 | -11 | 5 | 25 | 19 | 7
HIF act | 1.2 | 0.6 | 0.8 | -0.1 | 2.5 | -1.6
HSF1 activator | 10 | 29 | 18 | -63 | 0 | -6
IEC-6 tox | -1 | 15 | -1 | -9 | 3 | -1
HSP90 inh | -3 | -5 | -3 | 2 | -3 | 1
Platelet DG rel | 17 | 0 | 0 | -3 | 0 | -1
HDAC3 inh | 9 | 6 | 13 | -11 | 3 | 10
KLF5 inhibitor | -19 | -4 | -7 | 0 | -65 | -1
aSyn UTR inh | -18 | 40 | 5 | 40 | -110 | 22

Entries listed so far that bear a hit mark in aSyn UTR inh.
#	SMILES	HSF1 inh	AI-2 QS mod	HSF1 activator	HSP90 inh	Platelet DG rel	HDAC3 inh	KLF5 inhibitor	aSyn UTR inh
29	CCCCCCc1cc2cc(C(=O)Nc3cccc(OC)c3)c(=O)oc2cc1O	-6	1	2	2	-2	-3	5	63*

The listing continues.
#37 O=C(NCCN1CCN(Cc2ccccc2)CC1)c1cc2c(=O)[nH]c3ccccc3c2s1
#38 Cc1oc(CC(C)C)cc1C(=O)Nc1ccc(C(=O)O)cc1
#39 COc1ccc(CCC(=O)NNC(=O)Nc2ccccc2Cl)cc1
#40 COc1cc(C2CC(=O)Oc3c(C(CCN4CCOCC4)c4ccc(N(C)C)cc4)c(OC)cc(OC)c32)cc(OC)c1OC (centres undefined)
#41 CCCCCCn1c(CN2CCCCC2CC)nc2c1c(=O)n(C)c(=O)n2C (centres undefined)
#42 CN(C(=O)COC(=O)CNC(=O)c1ccc(Cl)cc1Cl)c1ccccc1
screen / no. | 37 | 38 | 39 | 40 | 41 | 42
HSF1 inh | -4 | 1 | 1 | 6 | -1 | -5
AI-2 QS mod | 6 | 19 | 17 | -5 | 19 | -3
HIF act | -0.1 | 0.4 | -0.9 | 0.0 | -0.1 | -2.8
HSF1 activator | 0 | 18 | 13 | 5 | 0 | -3
IEC-6 tox | 4 | 12 | -3 | . | -6 | 0
HSP90 inh | -1 | 1 | -6 | . | -3 | -1
Platelet DG rel | -1 | -3 | 0 | 2 | 8 | 8
HDAC3 inh | -32 | 2 | -7 | 0 | . | 4
KLF5 inhibitor | -22 | -43 | -9 | . | -26 | -12
aSyn UTR inh | 19 | -29 | -8 | -2 | -1 | 8

#43 CCc1ccc(OCCNC(=O)c2ccc(S(=O)(=O)N(C)C)cc2)cc1
#44 COc1ccc(CCNC(=O)C2CCCN(c3ncnc4c3nc3n4CCCCC3)C2)c(OC)c1 (centres undefined)
#45 O=C(CN1C(=O)S/C(=C\c2ccc(Cl)cc2)C1=O)NNC(=O)c1ccccc1O
#46 COc1ccc(CCNC(=O)COC(=O)COc2c(C)cc(C)cc2C)cc1OC
#47 Brc1ccc(CN2CCN(c3ccccn3)CC2)s1
screen / no. | 43 | 44 | 45 | 46 | 47
HSF1 inh | -1 | 2 | 3 | -2 | -8
AI-2 QS mod | 5 | 0 | 29 | 5 | -54
HIF act | -0.1 | -0.6 | -0.3 | -0.2 | .
HSF1 activator | 22 | 14 | -6 | -10 | 17
IEC-6 tox | 7 | 0 | -4 | -5 | -6
HSP90 inh | 4 | -6 | -5 | -1 | -1
Platelet DG rel | -4 | -2 | -12 | 19 | 8
HDAC3 inh | 3 | -4 | -16 | -4 | 0
KLF5 inhibitor | -3 | -12 | -10 | -38 | -39
aSyn UTR inh | -18 | 18 | -1 | 5 | 5
